# TRPN1 ag: zebrafish TRPN1 channel agonists, primary screen, cell-based, HEK293, calcium fluorescence. transient receptor potential cation channel N1 (TRPN1/NompC), Danio rerio. HEK293 zebrafish TRPN1-YFP, Fluo-8 calcium fluorescence; 100% = response to 87 µM carbachol. activation, % at 3 µM. hit rate 0.18% among 220,000;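 active means activation above its plate's cutoff, the mean activation of test wells on that plate plus 3 SD, cut at about 19% in these data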;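 further: 0% = DMSO alone and 100% = 87 µM carbachol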
#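 Assay system: Zebrafish TRPN1-YFP in HEK293 cells | Incubation: Dye loading 1 h at 37 °C, then 30 min room temperature | Measured by: Kinetic Fluo-8 fluorescence, ex 470-495, em 515-575 nm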
# PPC-1+TRAIL kill: compounds killing PPC-1 cancer cells with TRAIL present, primary screen, TRAIL potentiator project, ATPLite luminescence, uHTS; PPC-1 cells + TRAIL, ATPLite viability luminescence; cell killing (% activity), % at 4 µM; hit rate 0.41% among 220,000; AID 1443, 2008;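 active means cell killing above 50% in the first pass at 4 µM, then a duplicate retest at 5 µM averaging 50% or more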;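 further: plate controls were cells with TRAIL plus DMSO for no effect and medium-only wells lacking cells for full effect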
# NPY-Y1 antag: NPY-Y1 receptor antagonists, primary screen, cell-based; hit rate 1% among 200,000; HEK293-CNG Y1 cells, membrane potential fluorescence; NPY at EC95, then isoproterenol; AID 1040, 2008; inhibition, % at 3.6 µM; Neuropeptide Y receptor type 1 (Homo sapiens), P25929;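 active means inhibition above the campaign mean inhibition of all tested compounds plus 3 SD, cut at about 20% in these data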;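 further: 0% = DMSO wells given NPY plus isoproterenol and 100% = isoproterenol alone without NPY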
# Target sequence (P25929 whole entry, looked up): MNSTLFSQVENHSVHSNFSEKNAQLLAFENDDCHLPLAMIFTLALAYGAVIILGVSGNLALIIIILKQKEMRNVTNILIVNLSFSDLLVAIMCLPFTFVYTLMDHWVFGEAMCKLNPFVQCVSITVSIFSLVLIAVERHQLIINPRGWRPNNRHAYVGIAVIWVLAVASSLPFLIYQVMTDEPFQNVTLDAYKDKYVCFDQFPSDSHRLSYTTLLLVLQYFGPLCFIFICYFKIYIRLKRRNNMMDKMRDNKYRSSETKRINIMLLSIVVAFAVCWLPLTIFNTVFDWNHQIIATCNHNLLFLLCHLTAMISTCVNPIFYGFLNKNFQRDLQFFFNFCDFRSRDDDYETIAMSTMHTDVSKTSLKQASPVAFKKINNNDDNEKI
#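 Material: HEK293 cells with Y1 receptor plus CNG channel; times: compound incubation 1 h at room temperature, readout 45 min post-stimulation; signal: fluorescence, membrane potential probe; read-out basis: fluorescence ratio normalized to % inhibition between controls; benchmarks: full-block control isoproterenol-only wells, zero-block control NPY plus isoproterenol wells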
# 14-3-3 Bad PPI: inhibitors of 14-3-3 zeta/Bad binding, primary screen, biochemical, TR-FRET, bovine 14-3-3 zeta; hit rate 0.71% among 220,000; inhibition, % at 21.7 µM; TR-FRET 14-3-3zeta/Dy647-pBad peptide displacement, 1 h; 14-3-3 protein zeta/delta (Bos taurus), P63103;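 active means inhibition above about 70%, limit read from the data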;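 further: 0% = full 14-3-3 plus peptide FRET controls and 100% = background without 14-3-3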
# Target sequence (P63103 whole entry, looked up): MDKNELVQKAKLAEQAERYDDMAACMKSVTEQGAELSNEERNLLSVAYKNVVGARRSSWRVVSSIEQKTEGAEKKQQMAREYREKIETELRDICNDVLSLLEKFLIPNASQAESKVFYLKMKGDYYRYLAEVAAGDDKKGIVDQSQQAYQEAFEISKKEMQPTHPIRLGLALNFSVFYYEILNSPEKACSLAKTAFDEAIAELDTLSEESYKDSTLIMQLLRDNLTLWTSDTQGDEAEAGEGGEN
# TRPML3 ag: human TRPML3 channel agonists, primary screen, cell-based, HEK293 TRPML3-YFP, Fluo-8 calcium fluorescence, 3 µM. Mucolipin-3 (Homo sapiens), Q8TDD5. 100% = the carbachol control signal. activation, % at 3 µM. hit rate 0.29% among 220,000. AID 1448, 2008;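 active means activation above its plate's cutoff, the mean activation of the plate's test wells plus 3 SD, cut at about 12% in these data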;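 further: 0% = DMSO only wells and 100% = carbachol wells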
#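 Material: HEK293 cells stably carrying human TRPML3-YFP; compound dosing: single dose, 3 µM final nominal compound, 0.3% DMSO final; incubation: 1-h 37 °C dye load, 5-s basal, 120-s post-compound reads; technique: Fluo-8 intracellular calcium fluorescence, excitation 470-495 nm, emission 515-575 nm; read-out basis: percent activation from peak-to-basal fluorescence ratio, scaled between DMSO and carbachol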
# PGE2 EP2 inh: human EP2 receptor antagonists, primary screen, TR-FRET cAMP, C6 glioma cells; Prostaglandin E2 receptor EP2 subtype (Homo sapiens), P43116; C6 glioma cells expressing human EP2; cells stimulated with saturating PGE2; inhibition, % at 25 µM; hit rate 0.52% among 260,000; AID 1422, 2008;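 active means percent inhibition above 40 after rounding to a whole number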;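 further: rat C6 glioma host cells with rolipram phosphodiesterase inhibitor present; the protocol text gives 20 µM as final concentration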
# Target sequence (P43116 whole entry, looked up): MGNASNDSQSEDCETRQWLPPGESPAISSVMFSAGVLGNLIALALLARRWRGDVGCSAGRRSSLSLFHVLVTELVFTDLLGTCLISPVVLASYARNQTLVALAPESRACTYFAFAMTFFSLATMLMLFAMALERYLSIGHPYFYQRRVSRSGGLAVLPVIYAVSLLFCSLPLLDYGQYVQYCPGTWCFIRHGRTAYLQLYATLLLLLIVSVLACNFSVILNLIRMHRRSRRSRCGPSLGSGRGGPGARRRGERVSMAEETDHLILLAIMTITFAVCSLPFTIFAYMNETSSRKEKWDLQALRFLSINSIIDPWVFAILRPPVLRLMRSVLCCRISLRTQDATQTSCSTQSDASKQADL
# CHOP inh: inhibitors of CHOP promoter induction, primary screen, cell-based, unfolded protein response, luciferase reporter; inhibition, % at 10 µM; hit rate 3.8% among 220,000; AID 2732, 2010; CHO-K1 CHOP-promoter luciferase, tunicamycin-induced, 15-18 h;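 active means compounds that reduced the stress-induced luciferase reporter signal by more than about 70% of percent inhibition, limit read from the data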;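 further: 0% = tunicamycin plus vehicle and 100% = wells without tunicamycin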
# NPY1 pot ag: NPY-Y1 receptor potentiators or agonists, primary screen, cell-based; hit rate 0.37% among 220,000; NPY-Y1 expressing cells, potentiator/agonist activation; Neuropeptide Y receptor type 1 (Homo sapiens), P25929; activation, % at 3.6 µM; in the data active means activation above about 33%, passing the limit was not always enough;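 further: cells stimulated with NPY at EC10 then isoproterenol at EC100; 0% = low agonist plus stimulus and 100% = saturating agonist plus stimulus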
# EP2 mod: EP2 receptor modulators, cAMP readout, primary screen, cell-based, HTRF cAMP, PGE2 stimulation. EP2-expressing cells, cAMP HTRF FRET, PGE2 co-stimulation. Prostaglandin E2 receptor EP2 subtype (Homo sapiens), P43116. AID 940, 2007. hit rate 0.83% among 260,000. induction, % at 25 µM;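 active means compounds whose cAMP rise, as percent of the full-agonist control response, exceeds 60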;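 further: rat C6 glioma line stably carrying human EP2 under a CMV promoter; the protocol text gives 20 µM as final concentration; 100% = response of wells given 1 µM PGE2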
# Active calls of the source: *; . = not tested or not shown; [ ] = remark or other dose. The list is partial (hit frequency here may not be typical).
Molecule	PPC-1+TRAIL kill	PGE2 EP2 inh	14-3-3 Bad PPI	TRPML3 ag	TRPN1 ag	NPY1 pot ag	EP2 mod	NPY-Y1 antag	CHOP inh
COc1ccc(N2CCC(CNC(=O)Nc3ccc(C)c(C)c3)C2)cc1 (centres undefined)	-8	6	8	0.4	-2.2	16	-53	-1	-2
COc1cc(OC)c(C2C(C(=O)O)c3ccccc3C(=O)N2C)cc1OC (centres undefined)	-8	10	3	0.1	2.2	-3	33	-4	13
CCOC(=O)N1CCN(S(=O)(=O)c2ccc(C)cc2)C1c1ccc(OC)cc1 (centres undefined)	-11	.	-11	5.8	-0.1	2	50	2	17
CCCCSc1nc2c(=O)[nH][nH]c(=O)c2n1Cc1ccccc1	2	8	3[fluorescence artefact?]	-0.1	-0.2	-1	27	8	12
O=C(c1ccc(Cl)cc1)N(Cc1ccc(Br)cc1)N1C(=O)CCC1=O	13	7	-24	0.9	1.1	23	-9	2	-12
Cc1cc(C(=O)COc2cccnc2[N+](=O)[O-])c(C)n1-c1ccccc1	29	5	1[fluorescence artefact?]	0.8	0.3	-3	18	2	75*
COc1ccccc1-n1c(=O)[nH]c2c(C(N)=O)nc(C3CCCCC3)nc21	2	10	5	0.3	0.6	15	4	-5	35
O=C(/C=C/c1ccco1)Nc1ccc(-c2nc3ccccc3[nH]2)cc1	11	6	15	0.5	1.3	9	-13	-9	96*
Cc1ccc(SCC(=O)N2CCC(C(N)=O)CC2)cc1	12	4	-5	1.1	2.1	9	-38	2	5
Cc1ccccc1N(C(=O)CCC(=O)Nc1ccccn1)C(C(=O)NC(C)C)c1ccc(O)cc1 (centres undefined)	1	14	-4	0.2	1.3	8	2	-2	16
c1ccc(-n2nnnc2SCc2cccc3nsnc23)cc1	13	7	2	-0.2	-0.2	-9	-25	5	13
COc1ccc(OC)c(Nc2nc(-c3ccccc3O)nc3ccccc23)c1	22	15	-25	1.5	0.7	0	-1	1	-2
CCOc1ccc(-n2c(=O)[nH]cc(C(=O)N3CCCc4ccccc43)c2=O)cc1	11	12	-2	-0.4	-0.1	-1	30	-2	19
CCCCC(=O)Nc1ccc(NC(=O)c2cc(OC)c(OC)c(OC)c2)cn1	6	5	9[fluorescence artefact?]	0.3	1.4	3	11	5	-15
C/C(=N\Nc1ccc(C(F)(F)F)cc1[N+](=O)[O-])C(C)C	23	6	1	1.1	0.4	5	40	-8	28
NS(=O)(=O)c1cccc(NC(=O)COC(=O)C2(c3cccc(F)c3)CCCC2)c1	-5	8	8	0.4	0.7	18	-21	-6	10
COc1ccc(Cn2c(C3CC3)nc3ccc(NC(=O)C4CC4)cc3c2=O)cc1	9	19	15	1.1	2.3	-25	-1	7	-6
NC1=NC(=O)C2(COC(c3cccnc3)OC2)S1 (centres undefined)	-1	4	1	-0.3	-0.3	-5	-18	-1	-25
CN1CCN(c2nc(NCCOC34CC5CC(CC(C5)C3)C4)nc(OCC(F)(F)F)n2)CC1	27	.	-1[fluorescence artefact?]	0.9	1.4	3	6	1	63
CN(CC(=O)NCc1ccccn1)S(=O)(=O)c1ccc(Br)cc1	9	9	-8	-0.2	0.2	9	-11	1	13
Cc1ccccc1NC(=O)c1ccccc1NS(=O)(=O)c1cccc2cccnc12	10	10	10	0.2	0.3	10	20	-2	15
CCn1c(SCC(=O)N2CCC(C(N)=O)(N3CCCCC3)CC2)nnc1-c1ccccc1	23	9	-6	1.0	1.7	0	25	-4	24
COc1ccc(C(=O)C2CCCN(Cc3ccc4nonc4c3)C2)cc1F (centres undefined)	3	8	-3	1.6	0.5	-21	-101	5	35
O=C(NCCc1ccccc1)C1CCC(CNc2c(N3CCCCC3)c(=O)c2=O)CC1 (centres undefined)	12	10	-5	0.1	-0.8	-25	20	2	10
O=C1CC(Nc2ccc(N3CCOCC3)cc2)C(=O)N1C1CCCCC1 (centres undefined)	-13	9	-17[fluorescence artefact?]	0.4	0.2	-4	18	-4	-9
COc1ccc(CC(=O)NCc2nnc(SCc3ccc([N+](=O)[O-])cc3)n2C)cc1	6	11	2	0.3	0.4	-6	-14	-4	6
Cc1sc2nc(C(C)Sc3n[nH]c(N)n3)[nH]c(=O)c2c1C (centres undefined)	11	8	-4	0.4	-0.1	-6	24	1	30
COc1ccc(-c2cnn3c4c(c(C)nc23)CCN4C(C)C)cc1OC	10	14	-16[fluorescence artefact?]	0.7	0.8	-31	22	0	5
Cc1ccc(NC(=O)C2OCCc3ccccc32)cc1Cl (centres undefined)	25	5	-2	-0.6	-2.8	-21	-25	1	-13
Fc1ccccc1NC(=S)NCCc1ccccc1	-5	11	-9	-0.5	4.0	22	-37	-3	-18
COc1cccc(CN(C)Cc2nc(C3CC3)no2)c1	-2	6	-7	0.3	0.8	-8	6	-1	9
Cc1c(NC(=S)SCc2ccccc2)c(=O)n(-c2ccccc2)n1C	13	4	-6	-0.2	0.0	-5	-31	-2	21
CNC(=S)N(CCc1c(C)[nH]c2ccc(Cl)cc12)Cc1cccs1	11	9	-8	-0.5	0.0	49*	-23	-12	-3
Cc1ccc2[nH]c(-c3cccc(N)c3)cc2c1	1	8	-6	0.8	-0.1	34	-33	-5	13
CCOCCCNS(=O)(=O)c1ccc(-n2cnnn2)c(OC)c1	9	11	-2[fluorescence artefact?]	0.8	-1.0	-10	-9	0	-4
CCc1ccc(/C=N\n2cnnc2)cc1	-1	12	1	0.7	-0.1	-1	-27	.	-24
Cc1ccc(CN2CCN(CC(=O)N3CCc4ccccc4C3)C2=O)cc1	24	14	0[fluorescence artefact?]	0.1	0.0	-3	7	3	24
Cc1c(C(=O)NCc2cccnc2)sc2ncn(CC(=O)N3CCCCC3C)c(=O)c12 (centres undefined)	-6	8	0	1.1	-1.1	3	-18	5	9
COCC1CCCCN1Cc1cn(-c2ccccc2)nc1-c1ccc2c(c1)OCO2 (centres undefined)	4	8	-1	0.2	-0.1	-16	-6	6	3
O=C(Cn1cnc2c(nnn2Cc2ccc(Cl)cc2)c1=O)c1ccccc1	8	11	35	0.1	0.0	-4	3	-3	-12
Cc1ccc(C(=O)N2CCOCC2)cc1S(=O)(=O)Nc1cccc(C)c1C	14	10	-2	0.5	-1.2	-3	17	1	6
COCCCNC(=O)c1cc(C)nn1-c1ccccc1	0	8	6	0.8	2.4	4	10	.	8
CC(=O)c1sc(NC(=O)c2cccc3ccccc23)nc1C	32	13	5[fluorescence artefact?]	0.6	-0.1	5	-3	0	36
CSc1nc(Cl)cc(N2CCOCC2)n1	15	6	10	0.1	0.5	2	14	0	18
O=C1COc2ccc(C(=O)COC(=O)Cc3ccc(Cl)cc3)cc2N1	3	10	2	-0.5	-0.2	-8	-25	-4	10
Cc1ncc(CO)c(/C=N/NC(=O)c2ccc(Br)cc2)c1O	41	5	-5	1.2	-0.9	8	0	0	66
C(=N\n1cnnc1)/c1ccc2c(c1)OCO2	3	3	2	-0.2	1.1	26	-6	6	9
Cc1ccc(SCc2cc(=O)[nH]c(/N=C(\N)Nc3ccccc3Sc3ccccc3)n2)cc1	14	5	3	-0.3	0.6	15	34	3	8
CCn1c(=O)c2c(n3c(=S)[nH]nc13)-c1ccccc1CC21CCCCC1	13	7	-20	-1.4	-2.2	-10	-45	-3	10
C/C(CC1CC(C)(C)OC1=O)=N\NC(N)=S (centres undefined)	18	5	-8	0.3	-0.5	-22	-13	.	26
O=C(CSc1nnc(C2COc3ccccc3O2)o1)N1CCN(c2ccccc2)CC1 (centres undefined)	10	5	-3	1.4	1.1	-8	-8	6	11
Cc1csc(N/N=C\c2cccnc2)n1	15	6	-17	0.8	1.2	14	-32	-5	-17
CCCCC(=O)Nc1cccc(NC(=O)c2ccc3c(c2)OCO3)c1	24	9	-3	0.7	1.6	-48	-31	1	24
COC(=O)c1ccc(NC(=O)C(=O)N2CCN(C(=S)Nc3cccc(C)c3C)CC2)cc1	15	12	-29	0.9	0.8	-9	-33	0	30
Clc1ccc(-c2nnc(C34CC5CC(CC(C5)C3)C4)o2)cn1	16	7	-3	0.3	0.6	-10	13	-2	64
COC(=O)c1ccc(C2NC(=O)c3c(sc(C)c3C)N2)cc1 (centres undefined)	1	11	17	0.4	0.0	26	7	.	-9
O=C(Cc1cccs1)NC1(C(=O)NC2CCCC2)CCCCC1	-14	7	-1[fluorescence artefact?]	0.6	-1.3	-6	29	0	13
CCOc1cc(/C=C2\C(=O)N(CCc3ccc(OC)c(OC)c3)C(C)=C2C(=O)OC)ccc1O	7	1	-16[fluorescence artefact?]	0.1	-0.3	-22	27	3	-27
CC1(C)Cc2cccc(C(=O)Nc3ccncc3)c2O1	18	10	-5	0.1	1.1	27	3	.	17
Cc1ccc(-n2cnc3c(sc4nccc(N(C)C)c43)c2=O)cc1	-11	13	-3	0.6	1.1	14	-7	-3	33

# Additional records.
Molecule	PPC-1+TRAIL kill	PGE2 EP2 inh	14-3-3 Bad PPI	TRPML3 ag	TRPN1 ag	NPY1 pot ag	EP2 mod	NPY-Y1 antag	CHOP inh
CCOC(=O)c1c(C)[nH]c(C)c1C(=O)CSc1nncs1	6	6	-5	0.6	0.5	-2	6	2	-10
CCOC(=O)C1(C)NC(c2cccs2)C2C(=O)N(c3ccc(C)cc3)C(=O)C21 (centres undefined)	31	1	4	0.6	1.3	4	-6	0	29
O=C(Nc1cccc(-c2nc3ccccc3c(=O)o2)c1)c1ccccc1	1	13	-12	0.1	0.7	2	-77	1	50
O=C(CCCN1C(=O)c2ccccc2C1=O)NC1=NCCS1	12	2	0	0.1	-0.3	8	11	0	41
Cc1cccc(CSc2ncnc3ccccc23)c1	15	7	-7	0.3	-0.8	4	71*	3	73*
COCC(=O)OCC(=O)Nc1ccccc1-c1ccccc1	-17	4	-2	0.8	0.2	4	26	-2	-1

# Source: PubChem BioAssay (several laboratories)
